GPR151 activ: activates the human receptor GPR151; activation, % at 11.2 µM; AID 1508602; PathHunter beta-arrestin GPR151 cells, luminescence; Q8TDV0; 650,000 tested, 1% active; in the data active = activation above about 4.9%;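 note: 0% = median of compound wells and 100% = cells with positive control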
Target sequence (Q8TDV0 whole entry, looked up): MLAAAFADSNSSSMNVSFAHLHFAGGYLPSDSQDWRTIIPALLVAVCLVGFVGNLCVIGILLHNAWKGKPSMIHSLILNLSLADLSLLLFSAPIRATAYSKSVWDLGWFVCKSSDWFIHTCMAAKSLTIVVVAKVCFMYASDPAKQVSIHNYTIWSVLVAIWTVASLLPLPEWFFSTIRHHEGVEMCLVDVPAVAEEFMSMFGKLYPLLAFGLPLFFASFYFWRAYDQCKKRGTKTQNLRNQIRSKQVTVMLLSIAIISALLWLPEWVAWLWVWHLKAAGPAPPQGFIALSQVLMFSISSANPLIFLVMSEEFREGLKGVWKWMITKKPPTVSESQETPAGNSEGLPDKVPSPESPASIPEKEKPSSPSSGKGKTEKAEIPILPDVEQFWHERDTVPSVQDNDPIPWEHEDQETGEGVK
FBW7 activator: human FBW7 E3 ligase activation, primary screen; Q969H0; AlphaScreen FBW7–phospho-cyclin E peptide binding, activator screen; normalized activity (activation), % at 26.1 µM; 650,000 tested, 0.13% active; AID 1259310; in the data active = normalized activity above about 1.9%;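 note: purified mutant Fbw7 with reduced substrate affinity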
Target sequence (Q969H0 whole entry, looked up): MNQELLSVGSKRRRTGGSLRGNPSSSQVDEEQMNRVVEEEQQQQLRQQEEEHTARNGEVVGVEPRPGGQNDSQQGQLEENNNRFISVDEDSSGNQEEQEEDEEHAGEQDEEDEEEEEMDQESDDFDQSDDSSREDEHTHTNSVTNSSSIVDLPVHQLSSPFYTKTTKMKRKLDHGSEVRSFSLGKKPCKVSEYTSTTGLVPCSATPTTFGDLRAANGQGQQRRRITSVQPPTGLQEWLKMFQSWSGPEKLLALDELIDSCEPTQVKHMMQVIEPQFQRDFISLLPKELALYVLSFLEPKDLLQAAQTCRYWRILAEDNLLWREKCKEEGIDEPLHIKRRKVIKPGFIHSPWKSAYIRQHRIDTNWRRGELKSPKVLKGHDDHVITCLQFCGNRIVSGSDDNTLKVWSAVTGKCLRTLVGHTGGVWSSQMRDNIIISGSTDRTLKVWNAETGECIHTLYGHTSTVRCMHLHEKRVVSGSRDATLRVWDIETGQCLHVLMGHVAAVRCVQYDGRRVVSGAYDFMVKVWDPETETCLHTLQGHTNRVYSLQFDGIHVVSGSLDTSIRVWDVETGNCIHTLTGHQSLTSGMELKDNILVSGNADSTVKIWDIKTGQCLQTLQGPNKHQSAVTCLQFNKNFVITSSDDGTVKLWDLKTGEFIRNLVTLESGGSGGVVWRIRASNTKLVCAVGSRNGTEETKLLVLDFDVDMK
MITF primary: human MITF inhibition, primary screen | O75030 | AlphaScreen MITF homodimerization, bead proximity signal | inhibition, % at 2.6 µM | 650,000 tested, 0.91% active | AID 1259374; in the data active = inhibition above about 50%;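 note: 0% = vehicle wells with protein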
TEAD-YAP block: TEAD-YAP interaction inhibition | HEK-TIYL cells, TEAD-Gal4/YAP UAS-luciferase luminescence | inhibition, % at 9.12 µM | 640,000 tested, 1.4% active | AID 1259422; in the data active = inhibition above about 32%;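 note: 0% = median of test compound wells and 100% = reference inhibitor wells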
The depositor's hits bear a star. This is a random part of the collection. About 3.4% of those tested had a hit in this group.

SMILES	GPR151 activ	FBW7 activator	MITF primary	TEAD-YAP block
CCC(=O)N1CCCc2cc(NS(=O)(=O)c3c(C)cc(C)cc3C)ccc21	0.6	0.1	6	12
COCCOC(=O)c1c2c(n3cc4ccccc4cc13)C(=O)c1ccccc1C2=O	-0.8	-0.3	3	-9
CCOC(=O)c1ccc(NC(=O)c2cc(-c3ccccc3)nc3ccccc23)cc1	-0.8	0.2	2	-7
COc1ccc(C(=O)NCCc2c(C)[nH]c3ccc(OC(F)(F)F)cc23)cc1	0.8	-0.1	-1	-3
CCOc1ccc(-n2c(SCC(=O)Nc3cc(Cl)c(OC)cc3OC)nc3n[nH]c(C)c3c2=N)cc1	1.0	0.1	-7	13
CCCOc1ccc(/C(O)=C2/C(=O)C(=O)N(Cc3cccnc3)C2c2ccc(C(C)(C)C)cc2)c(C)c1 (stereo not given)	-1.3	0.1	2	2
O=C(CSc1ccccc1)Nc1nc(-c2ccccn2)cs1	-0.4	-1.7	1	2
O=C(CCC(=O)N(C1CC1)C1CCN(Cc2ccccc2)CC1)NCCN1CCOCC1	2.1	0.2	-8	-5
CCCN(CCC)C(=O)CS(=O)(=O)Cc1nc(-c2ccc(C)cc2)oc1C	0.7	-0.1	14	9
O=C1CC(c2cccc(Br)c2)NC(=O)N1 (stereo not given)	-0.5	0.0	6	2
Cc1ccc(S(=O)(=O)NC(C)C(=O)Nc2ccc(F)c(Cl)c2)cc1 (stereo not given)	-0.6	-0.1	-8	-4
O=C(NCCNC(=O)c1ccccc1)c1ccccc1	-0.9	0.1	-6	-13
COc1cc(Cl)c(CN2CCN(CC(C)(C)C)C(CCO)C2)cc1OC (stereo not given)	-0.2	0.1	8	4
N#Cc1ccccc1NC(=O)c1ccc(S(=O)(=O)N2CCCCCC2)cc1	0.1	0.0	-8	-4
NC(=O)CSc1nc(CCC2CCCC2)nc2ccccc12	1.7	0.1	-2	1
Clc1ccc(C2=Nn3c(nnc3-c3ccccc3)SC2)cc1	-1.5	-0.2	4	-5
O=C(Nc1nnc(-c2cccnc2)s1)C12CC3CC(CC(C3)C1)C2	0.6	-0.1	13	7
Cc1sc2nc(SCC(=O)N(C(C)C)C(C)C)[nH]c(=O)c2c1C	0.2	-0.1	-1	-8
CCOC(=O)c1c(NC(=O)CSc2nnc(CNC(=O)COc3ccc(Cl)cc3)n2-c2cccc(C)c2C)sc2c1CCC2	-0.2	0.3	-24	-4
CC(=O)/C=C(/C)NC(CO)C(O)c1ccc([N+](=O)[O-])cc1 (stereo not given)	-0.8	0.3	-3	1
COC(=O)c1ccc(NC(=S)NC(=O)c2ccccc2)cc1	0.5	0.2	-2	-2
CC(=O)c1sc(NCCc2ccccc2)nc1C	-0.2	-0.3	-7	-12
Cc1ccc(S(N)(=O)=O)cc1NC(=O)c1ccccc1SCc1ccccc1	0.4	0.0	7	-3
CSCCC(NC(N)=O)C(=O)Nc1cccc(C#N)c1 (stereo not given)	1.8	-0.1	3	9
CCCNC(=O)COc1ccc([N+](=O)[O-])cc1	-1.1	0.0	13	5

Next part:
SMILES	GPR151 activ	FBW7 activator	MITF primary	TEAD-YAP block
Cc1cccc(NCC(O)Cn2c(C)c(C)c3ccccc32)c1C (stereo not given)	-0.7	-0.1	51*	2
COc1ccc(CSCC(=O)Nc2ccc(F)c(F)c2)cc1	2.4	0.1	-13	-6
COc1cccc(CSc2ccc(S(=O)(=O)N3CCN(C)CC3)cc2C(=O)N2CCC(C)CC2)c1OC	0.4	0.0	4	3
c1ccc(OCc2nc(-c3ccncc3)no2)cc1	-0.9	-0.1	12	-27
CCNc1nc2ccc(C(=O)Nc3cc(OC)c(OC)c(OC)c3)cc2s1	0.0	0.1	13	-18
COC(=O)c1ccc(C(=O)OC)c(NC(=O)C2CC=CCC2C(=O)O)c1 (stereo not given)	0.3	-0.1	29	-2
O=c1c2sccc2nc(SCc2cc(=O)n3cc(Cl)ccc3n2)n1-c1ccc(F)cc1	2.9	-0.3	1	-5
CCOC(=O)c1cnc2c(C)c(Cl)ccc2c1Nc1cccc(Cl)c1	0.2	1.6	4	0
Cc1c(CNCc2cc3ccc(F)cc3n(CCN3CCCCC3)c2=O)cnn1C	2.8	0.2	2	4
O=C(O)CNC(=O)c1ccc2[nH]c3c(c2c1)CCCC3	-0.5	0.8	0	3
O=C(O)C1C(c2ccccc2)C(C(=O)O)C1c1ccccc1 (stereo not given)	0.6	0.1	-2	1
COc1ccc(-n2nc3c(c2NC(=O)c2c(OC)cccc2OC)CSC3)cc1	0.4	-0.2	8	2
O=C(CSc1nc(=O)n(CCN2CCOCC2)c2c1CCC2)NCc1ccccc1	0.3	0.0	5	6
COc1ccccc1Cn1c(=O)c2cccnc2n(Cc2cccc(F)c2)c1=O	-1.5	-0.1	1	-10
Cc1ccc(C2CC(c3cccs3)=NN2C(=O)CCC(=O)O)cc1 (stereo not given)	-0.4	0.1	-7	-10
Cc1ccccc1CN1CCNC(=O)C1CC(=O)N1CC=C(c2ccc(F)cc2)CC1 (stereo not given)	0.1	0.0	-1	14
COc1ccc(Cl)cc1-n1c(=S)sc2c(=O)n(-c3ccc(F)cc3)c(SCc3csc(C)n3)nc21	-0.8	0.1	-1	-1
c1cncc(-c2cc(-c3c[nH]c4ccccc34)[nH]n2)c1	-0.9	-0.2	4	-66
O=C(COC(=O)c1cc(O)[nH]c(=O)c1)Nc1cccc([N+](=O)[O-])c1	-0.5	0.1	-7	5
O=C(COC(=O)c1ccc([N+](=O)[O-])o1)Nc1ccccc1F	1.4	0.0	10	5
CCOc1ccc(S(=O)(=O)n2ccc(C)n2)cc1C	1.6	0.2	14	1
CC1CN(Cn2nc3c4ccccc4ncn3c2=O)CC(C)O1 (stereo not given)	-0.7	-0.1	-16	-4
CCOc1ccc(C2c3cccn3CCN2C(=S)Nc2cccc(C(F)(F)F)c2)cc1 (stereo not given)	0.8	0.3	-15	6
Cc1cccc(OCc2nnc(SCC(=O)N3CCOCC3)n2C)c1C	0.1	0.0	-10	9
COc1ccc(/C=N/NC(=O)COc2ccc(Cl)cc2)c(OC)c1	1.5	-0.1	2	-1

Structures above that have a thiophene ring, fused or not, in the order listed:
SMILES	GPR151 activ	FBW7 activator	MITF primary	TEAD-YAP block
Cc1sc2nc(SCC(=O)N(C(C)C)C(C)C)[nH]c(=O)c2c1C	0.2	-0.1	-1	-8
CCOC(=O)c1c(NC(=O)CSc2nnc(CNC(=O)COc3ccc(Cl)cc3)n2-c2cccc(C)c2C)sc2c1CCC2	-0.2	0.3	-24	-4
O=c1c2sccc2nc(SCc2cc(=O)n3cc(Cl)ccc3n2)n1-c1ccc(F)cc1	2.9	-0.3	1	-5
Cc1ccc(C2CC(c3cccs3)=NN2C(=O)CCC(=O)O)cc1 (stereo not given)	-0.4	0.1	-7	-10

Other structures follow:
SMILES	GPR151 activ	FBW7 activator	MITF primary	TEAD-YAP block
COc1ccc2[nH]cc(C(=O)CCl)c2c1	-0.2	-0.1	7	8
NC(=O)C(=O)NN=C1CCC(c2ccccc2)CC1 (stereo not given)	0.1	0.6	11	-5
CCOC(=O)C1CCN(CC(O)COc2ccc3c(c2)CCC3)CC1 (stereo not given)	1.5	0.6	20	4
CCOC(=O)c1c(NC(=O)CSc2nnc(C)n2N)sc2c1CCC2	0.5	0.6	11	9
O=c1[nH]c2ccccc2nc1-c1ccccc1NCc1ccc(F)cc1	0.3	0.2	8	-2
CCOC(=O)c1c(NC(=O)c2ccco2)sc2c1CCN(C(=O)OCC)C2	-0.8	-0.1	2	9
O=Cc1ccccc1OCC(=O)Nc1ncc(Cc2ccccc2)s1	-1.1	-0.1	6	-1
COc1ccc(C)cc1S(=O)(=O)N1CCN(c2ccc(-c3cccs3)nn2)CC1	0.4	0.1	-10	-5
CC(O)CNc1ncnc2sc(-c3ccccc3)cc12 (stereo not given)	1.1	0.1	7	8
O=C(Cc1ccc(I)cc1)OCC(=O)c1ccccc1	0.2	0.0	-18	-4
COc1ccc(O)c(/C=N/NC(=O)c2ccn(Cc3ccc(Cl)cc3)n2)c1	1.3	-0.1	-60	13
CCc1nnc2sc(-c3ccc(C)c(NC(=O)C(Cl)(Cl)Cl)c3)nn12	-0.2	0.0	10	5
O=C(CCn1c(=S)[nH]c2ccccc2c1=O)Nc1ccc(F)c(Cl)c1	1.3	0.7	17	7
Cn1c(=NC(=O)c2ccc(S(C)(=O)=O)cc2)sc2cc(F)ccc21	-1.2	-0.2	-4	-10
CCCCN(CC)C(=O)c1ccc(C)c([N+](=O)[O-])c1	0.1	0.0	8	13
COc1cccc(-n2cc(C(=O)NCCC(=O)N3CCCC(C)C3)c3ccccc3c2=O)c1 (stereo not given)	0.6	-0.1	-6	-2
S=C(NCCCN1CCOCC1)Nc1cccc(-c2nnc3n2CCCCC3)c1	-1.3	0.0	-8	-3
CCOc1cc(/C=C2/C(=N)N3N=C(C)SC3=NC2=O)cc(Cl)c1OCCOc1ccc(C)cc1C	-0.4	0.0	3	1
COc1ccc(CCNc2nc(NCCCN3CCCC3=O)nc3nc[nH]c23)cc1	3.7	0.1	3	6
COc1ccccc1NC(=O)c1cnc2n(c1=O)CCS2	-0.5	0.0	7	-13
COc1ccc(-c2ccc(C(=O)Nc3ccccc3)s2)cn1	-11	-0.1	3	-35
CCOC(=O)N1CCN(c2nc3ccccc3n3nnnc23)CC1	-0.7	0.1	-1	-8
COc1ccc(-c2nc(CS(=O)CC(=O)NC(C)c3ccccc3)c(C)o2)cc1OC (stereo not given)	-0.3	-0.1	3	9
COc1cc(OC)c(OC)cc1CN1CCN(CC(C)C)C(CCO)C1 (stereo not given)	0.9	0.1	6	-3
Cc1ccccc1C1(CC(=O)N2CCCC(C(N)=O)C2)CC(=O)N(Cc2ccncc2)C1=O (stereo not given)	-0.8	0.0	-3	0

Profiles from above.
Cc1ccccc1C1(CC(=O)N2CCCC(C(N)=O)C2)CC(=O)N(Cc2ccncc2)C1=O (stereo not given) is entered as GPR151 activ = -0.8; FBW7 activator = 0.0; MITF primary = -3; TEAD-YAP block = 0
Cc1ccc(C2CC(c3cccs3)=NN2C(=O)CCC(=O)O)cc1 (stereo not given) is entered as GPR151 activ = -0.4; FBW7 activator = 0.1; MITF primary = -7; TEAD-YAP block = -10
O=C(Cc1ccc(I)cc1)OCC(=O)c1ccccc1 is entered as GPR151 activ = 0.2; FBW7 activator = 0.0; MITF primary = -18; TEAD-YAP block = -4

New compounds follow:
SMILES	GPR151 activ	FBW7 activator	MITF primary	TEAD-YAP block
COc1ccccc1NC(=O)CSCc1c(F)cccc1Cl	1.5	0.0	-25	-24
COc1cc(OC)nc(CN2CCN(CC3=NS(=O)(=O)c4ccccc4N3)CC2)n1	-1.1	-0.2	-3	-1
CCc1ccccc1-n1c(SCC(=O)N2CCC(C)CC2)nc2n[nH]c(C)c2c1=N	-1.3	-0.1	13	-8
CCCCOc1ccc(/C=c2\sc3nc(=O)c(C)nn3c2=O)cc1	2.4	0.1	1	-6
COc1cc2ccccc2cc1C(=O)Nc1cccc(-c2nc3cc(C)ccc3o2)c1C	1.3	-0.1	8	10
NC(=O)c1ccc(-c2nc(NCc3nc4ccccc4[nH]3)c3ncn(-c4ccsc4)c3n2)cc1	1.4	0.3	18	83*
CC(C)C(NS(C)(=O)=O)c1nnc2n1CCN(C/C=C/c1ccc(N(C)C)cc1)CC2 (stereo not given)	-0.6	-0.1	5	-8
CCCC(C)C(=O)N1CCN(c2ccc([N+](=O)[O-])cc2)CC1 (stereo not given)	-0.8	0.6	9	16
Cc1cccc(C)c1NC(=O)c1ccccc1N	-0.2	0.8	11	0
O=C(NCC1Cc2c(ccc3cc(-c4ncccn4)ccc23)O1)c1cccnc1 (stereo not given)	0.0	0.0	-52	-9
COc1ccc(/C=C/c2nn3c(-c4ccccc4OC)nnc3s2)cc1	-0.5	-0.3	-4	-2
COc1ccc(C)cc1Nc1c(-c2ccc3c(c2)OCC(=O)N3)c(=O)c1=O	0.9	0.0	1	4
CCN(C(=O)CSc1nc2ccccc2[nH]1)c1ccccc1	-1.3	0.0	-12	-2
CCCCc1c(C)c2ccc(OC(CC)C(=O)OCC)cc2oc1=O (stereo not given)	-0.9	0.1	13	2
COc1ccc(-n2cc(-c3ccccc3)c3c(NCCc4ccc(Cl)cc4)ncnc32)cc1	-0.5	-0.1	-5	-8
Cc1ccc(S(=O)(=O)Nc2ccccc2C(=O)N=c2sc3cc(F)ccc3n2C)cc1	0.3	-0.1	-1	5
COc1cc(C=O)ccc1OCC(=O)Nc1cccc(F)c1	-0.6	0.1	-8	-46
CN(C)S(=O)(=O)c1cccc2c1N(C(=O)CCC(=O)O)CC2	0.4	-0.1	-4	3
COCCn1c(=NC(=O)CCl)sc2ccccc21	0.4	-0.2	2	29
CC(=O)C(Cc1ccccc1)S(=O)(=O)c1ccc([N+](=O)[O-])cc1 (stereo not given)	-0.6	-0.1	8	5
CCc1ccc(NC(=O)Cn2cnc3sc(C)cc3c2=O)cc1	0.9	0.1	-2	-14
Cc1ccccc1C(=O)N/N=C/c1cccc(O)c1O	0.5	-0.8	26	59*
CCc1ccc(S(=O)(=O)N(C(=O)c2ccc(Cl)cc2)c2ccc3oc(C)c(C(C)=O)c3c2)cc1	-1.9	-0.1	3	-3
Cc1ccc(NC(=O)CSc2nc3ccccc3c(=O)n2CCC(=O)NCc2ccc(F)cc2)cc1	1.1	0.2	6	3

Part of the list above in a different format:
SMILES | GPR151 activ | FBW7 activator | MITF primary | TEAD-YAP block
COc1ccc(/C=C/c2nn3c(-c4ccccc4OC)nnc3s2)cc1 | -0.5 | -0.3 | -4 | -2
CCCCOc1ccc(/C=c2\sc3nc(=O)c(C)nn3c2=O)cc1 | 2.4 | 0.1 | 1 | -6

Screening results as filed in PubChem.
